TAAR1 antagonist = antagonists of human TAAR1 | CHO RD-HGA16 TAAR1, Fluo-8 calcium fluorescence, antagonist | Q96RJ0 | inhibition, % at 3 µM | 1.5% of 360,000 active;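 active = inhibition above a per-plate cutoff, the mean inhibition of test compounds on that plate plus 3 SD, cut at about 49% in these data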;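 note: 0% = DMSO plus EC80 beta-PEA response and 100% = DMSO alone without agonist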
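Test system – hTAAR1-expressing CHO RD-HGA16 cells, Gα16-coupled · Also added – β-PEA at EC80 concentration, post-compound challenge · Compound – 3 µM, single point · Incubation – dye loading 75 min at 37 °C, then 30 min room temperature · Measured by – Fluo-8 intracellular calcium dye fluorescence, real-time kinetic reads · Benchmarks – vehicle and agonist controls · Replicates – singlicate, one well per test compound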
M1 PAM = positive allosteric modulators of human M1 muscarinic receptor. P11229. CHO-K1 hM1, Fluo-8 calcium fluorescence, ACh EC20; 0% = ACh EC20, 100% = maximal ACh. activation, % at 3 µM. 0.088% of 360,000 active; in the data active = activation above about 19%, passing the limit was not always enough
Target sequence (P11229 whole entry, looked up): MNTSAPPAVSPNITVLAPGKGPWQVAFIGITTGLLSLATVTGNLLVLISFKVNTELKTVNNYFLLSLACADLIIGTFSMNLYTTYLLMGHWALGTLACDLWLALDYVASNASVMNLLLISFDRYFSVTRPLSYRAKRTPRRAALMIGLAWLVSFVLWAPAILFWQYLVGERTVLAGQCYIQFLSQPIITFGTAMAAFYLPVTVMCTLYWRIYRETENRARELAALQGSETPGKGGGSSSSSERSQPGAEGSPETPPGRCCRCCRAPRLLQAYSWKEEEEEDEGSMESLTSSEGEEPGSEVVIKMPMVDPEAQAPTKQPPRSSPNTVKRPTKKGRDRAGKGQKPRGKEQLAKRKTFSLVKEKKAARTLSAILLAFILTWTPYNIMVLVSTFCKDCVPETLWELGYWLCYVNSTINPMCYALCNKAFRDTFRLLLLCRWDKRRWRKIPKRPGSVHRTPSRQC
OXTR potentiator = potentiates the human oxytocin receptor response | activation, % at 3 µM | P30559 | CHO-OTR cells, Fluo-8 calcium fluorescence, potentiator mode; 0% = oxytocin EC15, 100% = EC100 | 0.061% of 320,000 active;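 active = activation above that plate's cutoff, the mean activation of tested compounds plus 3 SD, cut at about 6.6% in these data, passing the limit was not always enough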;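 note: 100% uses oxytocin at 75 nM as the full agonist control; some results filed as inactive read as strong as hits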
Target sequence (P30559 whole entry, looked up): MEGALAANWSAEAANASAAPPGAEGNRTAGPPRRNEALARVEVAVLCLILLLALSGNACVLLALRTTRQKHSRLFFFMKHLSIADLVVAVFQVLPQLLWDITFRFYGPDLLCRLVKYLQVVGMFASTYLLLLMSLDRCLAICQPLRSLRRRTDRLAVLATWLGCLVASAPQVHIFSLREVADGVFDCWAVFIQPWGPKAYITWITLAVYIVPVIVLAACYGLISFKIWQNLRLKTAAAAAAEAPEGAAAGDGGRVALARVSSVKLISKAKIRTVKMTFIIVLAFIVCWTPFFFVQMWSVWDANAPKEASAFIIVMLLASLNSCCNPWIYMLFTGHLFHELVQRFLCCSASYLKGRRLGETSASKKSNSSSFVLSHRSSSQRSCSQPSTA
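assay system = CHO-OTR cells, human receptor | schedule = compound 6 min at room temperature before oxytocin, 100 s read | detection = Fluo-8 intracellular calcium fluorescence, ex 470-495, em 515-575 nm | evaluation = normalized max/min fluorescence ratio, % activation | control set = EC15 oxytocin alone as 0%, 75 nM oxytocin (EC100) as 100%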
CHO parental Ca = counter-screen: ATP calcium response change in parental CHO cells; parental CHO-K1, ATP-induced calcium, Fluo-8 fluorescence; inhibition, % at 5.6 µM; 0.63% of 330,000 active; AID 463079;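 active = inhibition above that plate's mean sample inhibition plus 3 SD, cut at about 26% in these data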;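 note: 0% = ATP-challenged DMSO wells and 100% = DMSO wells without ATP; some compounds past the cut are filed as inactive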
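Material: Parental CHO cells | Reagent: ATP | Compound dosing: Single nominal dose of 5.6 µM per compound | Detection: Intracellular calcium via Fluo-8 no-wash fluorescent dye | Read-out: % inhibition of ATP-induced calcium mobilization | Benchmarks: Low control ATP plus DMSO, high control DMSO only | Replicates: Singlicate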
V1R ag counter = activates human V1a receptor in oxytocin agonist counter-screen. P37288. CHO-V1R cells, Fluo-8 calcium fluorescence, agonist mode; 0% DMSO, 100% 3 nM vasopressin. activation, % at 3 µM. 0.25% of 320,000 active;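 active = activation above the mean activation of all tested compounds plus 3 SD, per screening run, cut at about 20% in these data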;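 note: signal is peak over basal fluorescence ratio across a 100 second FLIPR read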
CHRM1 antagonist = blocks human M1 muscarinic receptor; P11229; CHO-K1 hM1, Fluo-8 calcium fluorescence, ACh EC80 antagonist; inhibition, % at 3 µM; 1.3% of 360,000 active; AID 588852;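 active = percent inhibition above its own plate's cutoff, namely the mean of that plate's compound wells plus 3 SD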;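 note: peak over basal fluorescence ratio during 140 s after agonist addition; 0% = ACh EC80 plus DMSO and 100% = DMSO alone without agonist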
TAAR1 agonist = human TAAR1 agonism | CHO RD-HGA16 TAAR1, Fluo-8 calcium fluorescence; vehicle wells 0%, saturating PEA agonist 100% | Q96RJ0 | 0.99% of 360,000 active | activation, % at 3 µM;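 active = activation above the mean activation of all test compounds in the run plus 3 SD, cut at about 38% in these data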
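System: CHO-derived RD-HGA16 cells with stable Gα16 and human TAAR1. Times: 17-24 h plating, Fluo-8 75 min 37 °C, 30 min RT. Measured by: calcium-sensitive Fluo-8 signal, excitation 470-495, emission 515-575 nm. Read-out basis: % activation relative to PEA EC100 response. Control set: DMSO and PEA EC100. Repeats: no replicates (n 1).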
M1 ag = activates human CHRM1 receptor. P11229. CHO-K1 hM1, Fluo-8 calcium fluorescence, agonist mode; 0% DMSO, 100% acetylcholine EC100. activation, % at 3 µM. 0.33% of 360,000 active. AID 588814;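 active = activation above the run's mean compound activation plus 3 SD, cut at about 16% in these data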;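 note: peak over basal fluorescence ratio within a 140 s kinetic read after compound addition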
OXTR agonist = human OXTR agonism; P30559; CHO-OTR cells, Fluo-8 calcium fluorescence; normalized: DMSO 0%, oxytocin 100%; activation, % at 3 µM; 0.32% of 320,000 active;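 active = activation above the mean of all tested compounds plus 3 SD, cutoff set per screening run, cut at about 20% in these data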;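 note: peak over basal fluorescence ratio from a 100 s FLIPR kinetic read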
Active calls of the source: *; x = no result given. Rows were taken by chance. About 3.7% of those tested had a hit in this group.

SMILES	TAAR1 antagonist	M1 PAM	OXTR potentiator	CHO parental Ca	V1R ag counter	CHRM1 antagonist	TAAR1 agonist	M1 ag	OXTR agonist
c1cnc(Nc2nc(-c3ccc4ccccc4c3)cs2)nc1	-13	13	-5	0	0.2	-16	1	-2	-1.0
Cn1c(N)c(C(=O)/C=C/c2ccccc2)c(=O)[nH]c1=O	-11	1	-8	-8	2.3	-5	-1	-6	-0.4
Cc1ccc(S(=O)(=O)N2CCCC(C(=O)N(Cc3cccs3)C3CC3)C2)cc1 (stereo not drawn)	17	-9	-20	-9	5.4	11	7	-1	3.7
CCOC(=O)C1=C(c2ccccc2)NC(N)=NC1c1ccc(OCc2ccc(C(=O)OC)cc2)cc1 (stereo not drawn)	1	1	-7	-7	0.8	-6	1	-5	-0.1
Clc1nc(CN2CCOCC2)nc2sc3c(c12)CCC3	-6	8	-12	-33	-0.1	-3	6	-4	-0.3
O=C(Nc1ccc(Cl)cc1)OCCn1nnnc1C(c1ccccc1Cl)N1CCOCC1 (stereo not drawn)	11	3	-18	-7	4.0	2	3	-2	1.8
CCOC(=O)C1CCCN(c2c(C(=O)c3ccccc3)cnc3ccccc23)C1 (stereo not drawn)	54*	-23	-1	-32	-1.5	30*	10	38*	-1.8
CC(C)(C)c1ccc(-c2n[nH]c(=S)n2C2CCCC2)cc1	15	-12	-8	-11	-0.8	4	14	-3	-1.8
O=C1CCCC/C=C\C[C@H](CC(=O)N(CCO)Cc2ccccc2)C(=O)N[C@@H](Cc2ccccc2)CO1	5	-3	0	-38	-0.9	9	5	-12	-1.5
O=C(c1ccc(Cl)c(Cl)c1)N1CCC(=O)N(C(CO)Cc2ccccc2)CC1 (stereo not drawn)	-1	13	-9	-20	2.9	-11	32	1	3.4
COc1ccc(OC)c(-c2csc(NC(=O)Cc3ccc(F)cc3)n2)c1	40	-3	-12	-17	0.5	-8	0	-8	-1.7
CCOc1ccccc1OCCOCCN1CCN(Cc2ccccc2)CC1	8	-3	1	-8	0.1	6	-2	-10	-0.3
COc1ccc(CCNC(=O)C(=O)NCC2OCCN2S(=O)(=O)c2ccc(OC)c(C)c2)cc1 (stereo not drawn)	54*	-8	-8	-17	5.3	6	10	-1	6.8
Cc1sc2nc(CN3CCN(c4ccc(O)cc4)CC3)[nH]c(=O)c2c1C	-24	7	-1	-12	0.2	-10	2	-2	-0.7
OC(CCCCN1CCCCC1)c1ccccc1 (stereo not drawn)	4	2	-3	-3	1.0	-4	1	-12	0.8
Cc1c(C(=O)Nc2ccc(F)c(F)c2)oc2ccc(S(=O)(=O)N3CCCCC3)cc12	23	-5	-4	-20	0.3	2	5	0	2.1
COc1cc(C(=O)NCc2ccc3c(c2)OCO3)ccc1OCc1c(C)noc1C	-7	-8	-15	-16	0.7	-3	10	-3	1.2
CC1CCC(N2CC(=O)N(Cc3ccc4c(c3)OCO4)C(c3ccc(F)cc3)C2=O)CC1 (stereo not drawn)	6	-3	-5	-23	-0.4	-3	10	-3	-0.8
Cc1ccc(C(=O)C2COC(=O)C2)cc1 (stereo not drawn)	2	-4	1	-3	-1.0	7	3	-4	-0.1
CC(C)CSCC1OC(n2cnc3c(N)nccc32)C(O)C1O (stereo not drawn)	8	4	x	x	x	1	0	-3	x
CCCc1nnc(SCC(=O)O)n1/N=C/c1ccc2c(c1)OCO2	-20	10	1	-10	1.2	-5	12	-6	1.4
Cc1cc(O)c2c(CN3CCN(Cc4ccccc4)CC3)cc(=O)oc2c1	-4	-6	-17	-16	8.7	15	5	-2	6.8
O=C(COC(=O)c1ccc(Cl)nc1)Nc1ccc(N2CCCCC2)cc1	-8	1	-1	-2	4.2	-8	0	1	4.3
COc1ccc(-c2c(C(F)(F)F)nn(C)c2NC(=O)CSCC(=O)O)cc1	0	7	-2	3	1.0	-8	13	-2	0.8
O=[S@]1Oc2ccccc2-c2ccccc21	12	16	-5	-5	6.1	5	51*	11	2.7
Cc1cccc(-c2oc3ccc(-c4ccc5c(c4)OCO5)cc3c2C#Cc2cncn2C)c1	-5	5	3	-2	0.8	-7	9	-3	1.1
O=C(Nc1cccc(C(F)(F)F)c1)C1C2CC3OC(=O)C1C3C2 (stereo not drawn)	0	0	-12	16	0.5	-11	3	-3	-0.5
COc1ccccc1-c1cnc(C(O)c2ccc(F)cc2C)[nH]1 (stereo not drawn)	-4	2	x	x	x	-5	5	0	x
Cc1onc(-c2ccccc2)c1C(=O)Nc1cccc(C#N)c1	1	8	3	-3	0.2	-13	3	-2	-0.8
CCNS(=O)(=O)c1ccc(NC(=O)c2ccccc2SCCOC)cc1	15	18	-8	-17	0.8	-13	5	-8	0.0
NS(=O)(=O)c1cccc(NC(=O)c2cccnc2Oc2ccccc2)c1	0	-6	3	-22	0.1	1	11	-3	1.1
COc1ccc(-c2nnc(SCC(=O)NC3CCCCC3)n2N)cc1	-10	13	x	x	x	-11	0	3	x
O=C(NN=C1CCCC1)c1[nH]c2ccc(Br)cc2c1-c1ccccc1	-1	x	-13	-15	0.8	x	4	x	2.7
Cc1ccc2ccccc2c1C(O)c1ncc(-c2ccccc2F)[nH]1 (stereo not drawn)	32	2	x	x	x	3	35	4	x
COc1cc(/C=N/Nc2ccccn2)cc(OC)c1O	-9	-4	-3	3	-0.1	-8	5	-6	0.8
CCCN(CC1CC1)c1nc(N)c(C#N)c(CC#N)c1C#N	10	2	-1	-4	2.2	-6	6	-6	-1.9
CCOc1ccc(S(=O)(=O)N(C)C2CCCCC2)cc1	22	6	-14	-14	-1.3	-16	1	-6	-0.5
COc1cc(/C=C(\C#N)C(=O)Nc2cc(C(F)(F)F)ccc2Cl)ccc1OCC(=O)Nc1cccc(C(F)(F)F)c1	-6	4	-1	-8	-1.1	-11	1	-3	-0.9
O=C(NC1CCCC1)C(c1ccc(Cl)cc1)N(Cc1ccc(F)cc1)C(=O)CCl (stereo not drawn)	x	4	-17	-14	1.1	-9	x	-5	0.1
COc1ccc(CNC(=O)c2cc(=O)c3cc(C)cc(C)c3o2)cc1	8	18	-1	-1	0.0	-27	0	0	-0.4
CCc1ccc(OCC(=O)N/N=C2\CC(=O)c3ccccc32)cc1	x	8	-6	-22	-0.8	-1	x	-4	-1.3
COc1cc(/C=N/Nc2nn3cnnc3c3ccccc23)cc(OC)c1OC	12	11	-14	-10	-1.1	-9	4	-1	-0.6
CCOc1cc(N2CCOCC2)c(OCC)cc1NC(=O)CN1CCSC1=O	9	5	-8	-2	0.1	-2	9	-3	0.6
O=[N+]([O-])c1ccc(N2CCSCC2)cc1	10	9	0	-12	-0.1	-10	15	-14	-1.5
Cc1cc(NC(=O)CN2C(=O)c3ccccc3C2=O)no1	-15	2	-8	-11	-0.7	-2	0	-1	-0.9
CC(=O)Nc1nn(C)c2nc(C)cc(C)c12	-17	13	0	4	1.8	-12	1	-3	1.3
CC(C)CCN1CCN(Cc2ccc(Oc3ncccn3)cc2)CC1CCO (stereo not drawn)	-10	10	-4	2	0.7	-13	0	-8	-0.1
Cc1cc(C)c2nc(-c3cccc(Cl)c3)c(C)c(C(=O)N3CCOCC3)c2c1	-8	5	-16	-10	5.1	-4	11	3	-1.0
O=C(NCc1ccccc1)C1=C[C@H](c2ccc3c(c2)OCO3)C[C@H](OCCCCO)O1	9	3	-5	-15	1.6	0	5	-4	-1.0
O=C(NCCc1ccccc1)C1CCCN1C(=O)NCc1ccccc1 (stereo not drawn)	-4	4	-9	0	0.7	3	8	-6	0.9
COC(=O)C1C(=O)C=C(N2CCOCC2)CC1(C)C (stereo not drawn)	-9	2	-11	-5	0.9	-18	8	-1	0.4
CCN(CC)S(=O)(=O)c1ccc2c(c1)nc(CCC(=O)Nc1ccccc1Cc1ccccc1)n2CC	12	-8	-13	-20	-1.1	11	1	-8	-0.7
COc1ccc(CCN2CC(C(=O)Nc3cc(S(C)(=O)=O)ccc3Cl)CC2=O)cc1OC (stereo not drawn)	-26	13	x	x	x	-10	1	0	x
COc1ccc(CCNC(=O)CSc2nn3c(=O)c(C)nnc3s2)cc1OC	-10	13	-5	-1	0.5	-13	2	-2	0.1
COc1ccc(CSc2ccc(S(=O)(=O)N3CCCCC3)cn2)cc1F	-2	11	-5	-4	0.0	-9	1	-2	-0.8
O=C(NC(=S)Nn1cnc2c(cnn2-c2ccccc2)c1=O)c1ccccc1	8	-1	1	-8	1.0	1	-1	-5	0.4
COCCCNC(=S)N/N=C/c1ccc(OC)c(Br)c1	-11	-1	-8	-14	-1.7	5	-2	-5	-2.7
O=S(=O)(NCc1ccco1)c1ccc(Cl)s1	-5	8	-7	0	0.6	-12	2	-4	0.1
CCCC(=O)N(Cc1cc(=O)[nH]c2ccccc12)c1cccc(C)c1	-10	-5	-7	-18	-0.6	7	3	-10	-1.8
COc1ccc(-c2cc(-c3ccccc3)nc(N3CCCC3)n2)cc1OC	-14	7	-5	-30	1.3	-5	9	-7	-0.9

Later entries
SMILES	TAAR1 antagonist	M1 PAM	OXTR potentiator	CHO parental Ca	V1R ag counter	CHRM1 antagonist	TAAR1 agonist	M1 ag	OXTR agonist
Cc1ccccc1C(=O)N1CCCC(CCC(=O)N2CCN(c3ccccn3)CC2)C1 (stereo not drawn)	-8	4	2	-14	2.1	-3	3	-2	-0.5
c1ccc(-n2ncc3c(N4CCC5(CC4)OCCO5)ncnc32)cc1	10	-1	-4	8	0.8	8	4	-1	0.0
CS(=O)(=O)N1CC(C(=O)NC2CC2)Oc2ccc(Cl)cc21 (stereo not drawn)	-13	-1	1	-5	-0.3	6	3	-2	0.9
O=C1NC(=Nc2cccnc2)S/C1=C/c1ccc(F)cc1	-32	8	-5	-4	2.6	-12	1	-4	0.7
CS(=O)(=O)N(Cc1ccc(Cl)cc1)c1ccc(C(=O)N2CCN(c3ccccc3)CC2)cc1	34	2	-20	34*	11	12	13	-3	14

One compound at a time (already shown). Values in the order: TAAR1 antagonist, M1 PAM, OXTR potentiator, CHO parental Ca, V1R ag counter, CHRM1 antagonist, TAAR1 agonist, M1 ag, OXTR agonist
CS(=O)(=O)N1CC(C(=O)NC2CC2)Oc2ccc(Cl)cc21 (stereo not drawn) is entered as -13, -1, 1, -5, -0.3, 6, 3, -2, 0.9
c1ccc(-n2ncc3c(N4CCC5(CC4)OCCO5)ncnc32)cc1 is entered as 10, -1, -4, 8, 0.8, 8, 4, -1, 0.0

A few values from the list.
V1R ag counter, `CS(=O)(=O)N1CC(C(=O)NC2CC2)Oc2ccc(Cl)cc21` (stereo not drawn) reads -0.3
V1R ag counter, `O=C1NC(=Nc2cccnc2)S/C1=C/c1ccc(F)cc1` reads 2.6
